Screens (PubChem BioAssay)
STEP inh – blocks human striatal-enriched tyrosine phosphatase. recombinant STEP, OMFP fluorogenic substrate, fluorescence. 360,000 compounds, 0.25% hits. inhibition, % at 20 µM. P54829;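 active = inhibition at 20 µM, scaled per plate between control wells, above about 37%, limit read from the data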;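 also: 0% = DMSO with enzyme and substrate and 100% = substrate only without enzyme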
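Assay system: isolated STEP enzyme. Buffer or medium: pH 6.0 Bis-Tris with DTT and Tween 20. Also added: fluorogenic phosphatase substrate OMFP at 25 µM final. Dosing: 20 µM, 1% DMSO. Timing: 20 min reaction, room temperature, in the dark. Measured by: fluorescence intensity, excitation 480 nm, emission 540 nm. Evaluation: normalized % inhibition.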
Tb MetRS inh – Trypanosoma brucei MetRS inhibition. purified T. brucei MetRS, ATP depletion, Kinase-Glo luminescence. 360,000 compounds, 0.4% hits. inhibition, % at 11.9 µM. AID 624268;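 active = inhibition above a per-plate cutoff of the control wells' mean inhibition plus 3 SD, cut at about 5.5% in these data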;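 also: 0% = DMSO wells median and 100% = median of wells with control inhibitor compound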
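Dosing: 11.9 µM compound single dose, 0.9% DMSO; Assay system: purified T. brucei MetRS enzyme; Measured by: Kinase-Glo luciferase luminescence reporting remaining unconsumed ATP; Schedule: 15 min plus 2 h at 25 °C.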
SKN-1 inh – C. elegans SKN-1 inhibition | C. elegans VP596 Pgst-4::GFP/RFP ratio, acrylamide-induced, 24 h | AID 624304 | 360,000 compounds, 0.49% hits | inhibition, % at 21.8 µM;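 active = interference check ratio from 0.5 to 1.5 plus GFP to RFP signal ratio inhibition reaching or exceeding a fixed threshold, cut at about 30% in these data, passing the limit was not always enough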; also: some compounds called inactive have numbers as strong as hits
Scp1 inh – blocks human Scp-1 phosphatase activity; Q9GZU7; Recombinant Scp1, phosphopeptide, malachite green phosphate absorbance; inhibition, % at 20 µM; 340,000 compounds, 0.88% hits; AID 493091;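 active = inhibition above about 50% at 20 µM, limit read from the data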;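 also: plate controls were DMSO wells with enzyme for no effect and wells lacking enzyme for full effect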
Target sequence (Q9GZU7 76-261 limits assumed): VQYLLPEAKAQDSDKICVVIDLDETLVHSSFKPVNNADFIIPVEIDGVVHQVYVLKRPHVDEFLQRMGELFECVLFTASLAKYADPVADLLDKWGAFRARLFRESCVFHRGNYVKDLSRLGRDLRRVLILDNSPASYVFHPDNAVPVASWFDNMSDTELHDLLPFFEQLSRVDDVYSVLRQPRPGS
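Material: truncated SCP-1 phosphatase (76-261aa) / Buffer or medium: 50 mM Tris acetate pH 5.5, 0.005% Tween-20, 10 mM MgCl2 / Compound dosing: one concentration, 20 µM, with 1.0% DMSO / Incubation: 45 min room-temperature reaction, 5 min colour, 30 min stabiliser / Detection: colorimetric free-phosphate detection, absorbance 630 nm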
NadD block – NadD (S. aureus) enzyme inhibition; purified NadD enzyme, colorimetric absorbance read-out; inhibition, % at 20 µM; 360,000 compounds, 0.78% hits; AID 602399; in the data active = inhibition above about 26%; also: some compounds past the cut are filed as inactive
LMPTP inh – LMPTP (human) inhibition. P24666. recombinant LMPTP-A, OMFP fluorogenic substrate, fluorescence intensity. inhibition, % at 20 µM. 360,000 compounds, 0.22% hits. AID 651560;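 active = compounds that cut the enzyme signal by at least half of the control window in the single-dose screen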;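 also: plate controls were DMSO wells with enzyme plus substrate for no effect and substrate without enzyme for full effect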
Target sequence (P24666 whole entry, looked up): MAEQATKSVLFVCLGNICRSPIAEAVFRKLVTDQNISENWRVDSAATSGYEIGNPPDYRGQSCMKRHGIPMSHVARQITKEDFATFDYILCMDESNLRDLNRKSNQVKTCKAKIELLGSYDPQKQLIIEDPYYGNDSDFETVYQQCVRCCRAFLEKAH
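Assay system: LMPTP-A phosphatase enzyme | Input: 0.625 nM enzyme | Also added: Fluorogenic phosphatase substrate OMFP at 400 µM final | Compound dosing: One test concentration per compound, 20 µM, with 3% DMSO overall | Schedule: 50 min enzyme reaction at room temperature, protected from light | Signal: Fluorescence intensity | Benchmarks: no-enzyme and uninhibited controls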
SUMO1-SIM PPI – SUMO1-SIM interaction modulation; SUMO1 binding to a labelled peptide, TR-FRET, 1 h; inhibition, % at 20 µM; 360,000 compounds, 0.33% hits; AID 602429; in the data active = inhibition above about 37%
DNMT1 block – DNMT1 (human) enzyme inhibition | P26358 | DNMT1 molecular beacon, Hinp1I cleavage, fluorescence | inhibition (reported as % activation of signal), % at 10 µM | 360,000 compounds, 0.83% hits | AID 588458; in the data active = inhibition above about 50%
Neddyl block – inhibitors of human cullin neddylation; P61081+Q13564; TR-FRET cullin neddylation, biochemical; calls only at 25 µM; 360,000 compounds, 0.58% hits; in the data active = inhibition above about 36%
Target sequence (P61081 whole entry, looked up): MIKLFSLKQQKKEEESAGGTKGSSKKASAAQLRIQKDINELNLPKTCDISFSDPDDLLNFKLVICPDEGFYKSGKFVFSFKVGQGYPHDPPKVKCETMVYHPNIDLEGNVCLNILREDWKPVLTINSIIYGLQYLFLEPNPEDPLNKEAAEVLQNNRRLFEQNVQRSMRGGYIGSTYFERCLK
Target sequence (Q13564 whole entry, looked up): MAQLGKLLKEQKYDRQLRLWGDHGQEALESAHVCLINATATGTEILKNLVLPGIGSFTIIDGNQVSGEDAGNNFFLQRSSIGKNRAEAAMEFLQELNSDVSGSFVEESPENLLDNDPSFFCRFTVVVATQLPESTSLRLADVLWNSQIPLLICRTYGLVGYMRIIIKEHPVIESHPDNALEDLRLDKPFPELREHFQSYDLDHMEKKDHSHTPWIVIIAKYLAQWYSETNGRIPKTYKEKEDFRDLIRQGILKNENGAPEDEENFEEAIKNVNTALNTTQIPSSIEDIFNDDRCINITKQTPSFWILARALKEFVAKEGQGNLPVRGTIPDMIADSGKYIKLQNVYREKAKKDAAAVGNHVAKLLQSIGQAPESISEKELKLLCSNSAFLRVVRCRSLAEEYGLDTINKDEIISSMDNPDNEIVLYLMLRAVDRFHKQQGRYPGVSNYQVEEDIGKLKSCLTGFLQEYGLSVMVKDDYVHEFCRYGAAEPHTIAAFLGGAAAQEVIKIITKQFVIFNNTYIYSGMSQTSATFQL
CendR NRP1 mod – alters CendR peptide binding to human NRP-1 | O14786 | FAM-RPARPAR peptide binding to NRP-1, fluorescence polarization | inhibition, % at 25 µM | 360,000 compounds, 0.85% hits | AID 602438;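 active = inhibition or corrected inhibition above about 18%, plus a signal ratio from 0.5 to 1.5, limit read from the data, passing the limit was not always enough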; also: strong numbers were not always called active
The depositor's hits bear a star; i = inactive; . = not tested or not shown. Not a hit list (roughly 4.6% active in at least one column).

SMILES	STEP inh	Tb MetRS inh	SKN-1 inh	Scp1 inh	NadD block	LMPTP inh	SUMO1-SIM PPI	DNMT1 block	Neddyl block	CendR NRP1 mod
CC(=O)Nc1ccc2nc(NC(=O)c3ccc([N+](=O)[O-])o3)sc2c1	5	0.5	-9	40	1	7.9	-12	-1	i	0
CC(C)(C)C(=O)Nc1ccnn1C1CCN(C(=O)c2cccc(Cl)c2)CC1	-4	-0.4	23	1	0	-2.2	6	-2	i	11
COc1cccc(OC)c1NC(=O)C1CCCN1C(=O)NCc1ccccc1 (stereo not drawn)	-1	0.1	16	-8	-4	-1.3	0	3	i	3
O=C(/C=C/c1ccc(F)cc1)N1CCCc2ccccc21	-1	-0.5	3	-8	18	-0.8	-4	0	i	-1
Cc1ccc(S(=O)(=O)N2CCOCC2)cc1NC(=O)CSc1ccc(Cl)cc1	-3	-0.2	11	-11	0	-0.5	1	1	i	2
Nn1c(SCC(=O)Nc2ccc3c(c2)OCO3)nncc1=O	0	-0.2	-1	-2	-3	-1.5	-2	-3	i	0
CCN1CCN(C(=O)CN(c2ccc(F)c(Cl)c2)S(C)(=O)=O)CC1	-2	-0.2	1	1	2	-0.1	-1	-1	i	6
CCCCn1c(N)c(N(CC(C)C)C(=O)COC(=O)Cc2cccc(OC)c2)c(=O)[nH]c1=O	17	-0.3	5	1	4	-1.2	5	1	i	7
COc1ccccc1CNC(=O)CC1Sc2ccccc2NC1=O (stereo not drawn)	-2	-0.2	-9	-9	-5	-1.7	1	1	i	-10
O=C(NNC(=O)C1CCC1)c1ccc(Cl)cc1	-1	-0.7	-7	1	-2	1.0	0	5	i	-17
CCN(CC)C(=S)SSC(=S)N(CC)CC	2	-1.0	-30	-9	-4	1.8	3	6	i	-10
CCC(C)Sc1nc2c(c(=O)[nH]c(=O)n2C)n1CC(O)COc1ccccc1C (stereo not drawn)	5	-0.9	2	-8	-1	0.1	1	-4	i	0
O=C1c2oc3ccc(Cl)cc3c(=O)c2C(c2cccc(Br)c2)N1CCO (stereo not drawn)	0	-0.7	8	-3	3	0.2	-13	61*	i	-5
Cc1ccc(/C=N/NC(=O)NN(C)c2ncc(C(F)(F)F)cc2Cl)cc1	1	-0.5	-2	-4	-3	1.5	-1	0	i	0
Cc1cc(C)nc(N2CCN(c3ccc(F)cc3)CC2)n1	-3	-0.5	13	-5	-5	-0.8	8	1	i	18
CCOC(=O)C1=C(C)N(C)C(=S)N(C)C1c1ccc(OC)cc1 (stereo not drawn)	-1	0.1	-8	0	-3	-0.7	1	2	i	-7
NS(=O)(=O)c1ccc(NC(=O)COC(=O)CSc2n[nH]c(-c3ccccc3)n2)cc1	-1	0.4	-1	-5	-3	-1.7	0	3	i	-2
CN(Cc1nc(-c2ccc(Cl)cc2)no1)C(=O)c1ccco1	4	-0.6	5	-8	-6	0.3	-1	-1	i	0
Cc1ccc(NC(=S)N2CCC(NC(=O)C3CCCCC3)CC2)cc1C	2	-0.3	10	8	-7	-0.6	1	3	i	4
COCCn1c(SCc2ccc(C(=O)OC)o2)nnc1-c1c[nH]c2ccccc12	0	1.0	-6	-11	4	-2.2	-1	3	i	3
O=C(Nc1nccs1)c1cc(Cl)ccc1[N+](=O)[O-]	2	-0.6	0	-1	4	-2.1	-15	1	i	10
CC(=O)Nc1ccc(S(=O)(=O)N(CCCN2CCOCC2)Cc2cccs2)cc1	-2	-0.7	-11	2	-5	-2.5	-1	1	i	6
O=C(C1CCCN1S(=O)(=O)c1ccc(Cl)c(Cl)c1)N1CCOCC1 (stereo not drawn)	-1	0.2	-4	-9	4	0.2	-3	7	i	-1
CCC(C)(C)n1nnnc1C(c1cc2ccc(OC)cc2[nH]c1=O)N1CCCCC1 (stereo not drawn)	-2	-0.6	-6	-4	8	-1.9	-9	-9	i	-37
COc1ccc(Cc2nc3ccc(C(=O)N4CCN(C)C(C)C4)cc3o2)cc1OC (stereo not drawn)	0	-0.6	-12	-6	-5	-0.8	1	5	i	10
Cc1cc(C)n2nc3nc(N4CCCCC4)nc(-c4ccco4)c3c2n1	4	0.2	29	43	14	32	11	54*	i	-20
O=[N+]([O-])c1cc(C(F)(F)F)ccc1NCCOc1ccccc1	1	-1.4	-2	-1	4	1.8	-10	0	i	0
Cc1ccc(-c2nnc(NC3CCCC3)s2)cc1	1	-0.2	2	-7	-4	1.5	0	-1	i	3
Cc1ccc(S(=O)(=O)CC(=O)NCc2ccc(Cl)cc2)cc1	-2	0.3	3	-10	3	-1.3	1	4	i	17
O=C(O)c1cc(-c2ccc3c(c2)OCCO3)n[nH]1	-2	0.0	4	-5	-5	-1.0	2	-4	i	7
CC1(C)NC(=O)N(CC(O)CN2C(=O)NC(C)(C)C2=O)C1=O	-2	-1.0	0	-8	1	-1.6	0	-5	i	7
CC(C)(C)c1ccc(S(=O)(=O)NC(=O)C2(C)CCN2C(=O)Cc2cccc3ccccc23)cc1 (stereo not drawn)	0	-0.1	2	.	3	-0.7	3	0	i	-6
COc1ccc(-n2c(=O)c3c(C)c(C)sc3n(Cc3ccc(F)cc3)c2=O)c(OC)c1	0	-0.7	-1	20	-5	0.6	5	-2	i	4
Cc1nc(NC(=O)CSc2nnc(C3CC3)n2C)sc1C	0	-0.1	13	-3	0	-0.1	6	-1	i	-1
OC1(c2ccccc2)CCN(Cc2ccccc2)C2CCCCC21 (stereo not drawn)	2	-0.7	7	-2	-4	-0.7	0	9	i	6
CN1C(=O)CSC1=Nc1ccc(F)cc1	0	-0.2	7	3	3	-1.6	0	-4	i	-6
Cn1nnnc1SCC(=O)Nc1nc2c(F)c(F)c(F)cc2s1	-1	-0.3	2	-12	-1	-1.6	5	0	i	-8
COC(=O)CON1C(=O)c2ccccc2C1=O	-2	-0.5	4	-4	-2	-1.3	-4	0	i	-9
COc1ccc2[nH]c3c(c2c1)CCN1C(=O)N([C@@H](C)C(=O)NCc2ccc(F)cc2)C(=O)[C@]31C	-2	0.6	7	-1	0	0.3	2	-5	i	4
Cc1ccc(NC(=O)CCN2C(=O)C3C4CCC(C4)C3C2=O)cc1[N+](=O)[O-] (stereo not drawn)	-1	-0.4	-15	-1	-6	-2.6	-11	0	i	-9
CC(Oc1ccc(Cl)cc1Cl)C(=O)NNC(=O)[C@@H]1CCCC[C@@H]1C(=O)O (stereo partly drawn)	-2	0.2	-9	-8	3	-1.5	8	0	i	16
CCOC(=O)CNC(=O)N(C)[C@H]1C[C@H]2c3[nH]c4ccccc4c3CCN2C[C@H]1[C@H](C)O	1	-0.1	16	.	-6	2.7	-10	2	i	-6
Cc1occc1-c1nnc(SCC(=O)Nc2ccccc2-c2ccccc2)n1C	1	-0.3	-12	-2	-3	0.4	-2	-2	i	3
CN(CC(O)Cn1c2ccccc2c2ccccc21)S(C)(=O)=O (stereo not drawn)	-2	-1.0	-1	-2	-3	2.0	-1	12	i	-10
COc1ccc(/C=C(\NC(=O)c2ccc(C)cc2)C(=O)N2CCCCC2)cc1	0	-0.7	4	-10	2	0.2	2	0	i	-14
CC(=O)n1c2ccccc2c2nc3ccccc3nc21	-1	-0.3	8	-2	-2	-1.1	-1	5	i	-4
Cc1ccc(C)c(S(=O)(=O)N2CCN(C(=O)c3ccc(N4CCCC4)c([N+](=O)[O-])c3)CC2)c1	6	-0.5	-9	-5	1	3.5	-13	-4	i	-8
COc1cc(OC)cc(C(=O)N[C@H](C(=O)OCC(=O)Nc2cccc(F)c2)C(C)C)c1	-3	-1.0	8	-4	-5	-0.2	4	1	i	-10
CN(C)c1ccc(-c2ccc3c(=O)c4ccccc4n(C)c3c2)cn1	4	-0.4	9	1	-5	16	21	13	i	-18
Cc1cccc(N(Cc2ccccc2)C(=O)c2cc(S(=O)(=O)N3CCOCC3)ccc2Cl)c1	1	-0.4	-14	-9	-9	-0.4	7	12	i	4

Some of the entries above, set out differently:
Molecule | STEP inh | Tb MetRS inh | SKN-1 inh | Scp1 inh | NadD block | LMPTP inh | SUMO1-SIM PPI | DNMT1 block | Neddyl block | CendR NRP1 mod
CN(C)c1ccc(-c2ccc3c(=O)c4ccccc4n(C)c3c2)cn1 | 4 | -0.4 | 9 | 1 | -5 | 16 | 21 | 13 | i | -18
Cc1cccc(N(Cc2ccccc2)C(=O)c2cc(S(=O)(=O)N3CCOCC3)ccc2Cl)c1 | 1 | -0.4 | -14 | -9 | -9 | -0.4 | 7 | 12 | i | 4

Rewritten comma-delimited: entries from further up
SMILES,STEP inh,Tb MetRS inh,SKN-1 inh,Scp1 inh,NadD block,LMPTP inh,SUMO1-SIM PPI,DNMT1 block,Neddyl block,CendR NRP1 mod
COC(=O)CON1C(=O)c2ccccc2C1=O,-2,-0.5,4,-4,-2,-1.3,-4,0,i,-9
COc1ccc2[nH]c3c(c2c1)CCN1C(=O)N([C@@H](C)C(=O)NCc2ccc(F)cc2)C(=O)[C@]31C,-2,0.6,7,-1,0,0.3,2,-5,i,4
Cc1ccc(NC(=O)CCN2C(=O)C3C4CCC(C4)C3C2=O)cc1[N+](=O)[O-] (stereo not drawn),-1,-0.4,-15,-1,-6,-2.6,-11,0,i,-9
CC(Oc1ccc(Cl)cc1Cl)C(=O)NNC(=O)[C@@H]1CCCC[C@@H]1C(=O)O (stereo partly drawn),-2,0.2,-9,-8,3,-1.5,8,0,i,16
CCOC(=O)CNC(=O)N(C)[C@H]1C[C@H]2c3[nH]c4ccccc4c3CCN2C[C@H]1[C@H](C)O,1,-0.1,16,.,-6,2.7,-10,2,i,-6
Cc1occc1-c1nnc(SCC(=O)Nc2ccccc2-c2ccccc2)n1C,1,-0.3,-12,-2,-3,0.4,-2,-2,i,3
CN(CC(O)Cn1c2ccccc2c2ccccc21)S(C)(=O)=O (stereo not drawn),-2,-1.0,-1,-2,-3,2.0,-1,12,i,-10
COc1ccc(/C=C(\NC(=O)c2ccc(C)cc2)C(=O)N2CCCCC2)cc1,0,-0.7,4,-10,2,0.2,2,0,i,-14
CC(=O)n1c2ccccc2c2nc3ccccc3nc21,-1,-0.3,8,-2,-2,-1.1,-1,5,i,-4
Cc1ccc(C)c(S(=O)(=O)N2CCN(C(=O)c3ccc(N4CCCC4)c([N+](=O)[O-])c3)CC2)c1,6,-0.5,-9,-5,1,3.5,-13,-4,i,-8
COc1cc(OC)cc(C(=O)N[C@H](C(=O)OCC(=O)Nc2cccc(F)c2)C(C)C)c1,-3,-1.0,8,-4,-5,-0.2,4,1,i,-10
CN(C)c1ccc(-c2ccc3c(=O)c4ccccc4n(C)c3c2)cn1,4,-0.4,9,1,-5,16,21,13,i,-18
Cc1cccc(N(Cc2ccccc2)C(=O)c2cc(S(=O)(=O)N3CCOCC3)ccc2Cl)c1,1,-0.4,-14,-9,-9,-0.4,7,12,i,4
